# S100A4 MyoIIA: S100A4-myosin IIA interaction inhibition | P26447 | S100A4/TAMRA-MyoIIA peptide fluorescence polarization | inhibition, % at 10.7 µM | 360,000 tested, 0.14% active;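 active = mean inhibition of at least 70% across replicates, with every replicate also reaching that level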
# Target sequence (P26447 whole entry, looked up): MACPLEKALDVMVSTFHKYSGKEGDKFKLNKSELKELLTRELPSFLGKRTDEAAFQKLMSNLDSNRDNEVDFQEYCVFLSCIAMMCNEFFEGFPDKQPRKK
#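 Material: S100A4 monomer (human). Medium: Calcium-containing HEPES buffer, pH 7.2. Probe or stimulus: labelled myosin peptide probe, 5 nM. Compound dosing: one concentration per compound. Timing: polarization read 5 min after assay mix addition, stable 5–60 min. Benchmarks: DMSO as neutral control, TFP as positive control.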
# RAD52 inh: RAD52 (human) annealing inhibition; P43351; inhibition, % at 18.7 µM; recombinant RAD52 DNA annealing, FRET fluorescence; 360,000 tested, 0.46% active;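 active = every replicate showing at least 50% inhibition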
# FN deposit inh: fibronectin deposition inhibition; AH1F fibroblasts, Alexa488-fibronectin deposition fluorescence, overnight; inhibition, % at 12.6 µM; 350,000 tested, 0.086% active; AID 743247;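 active = mean inhibition across replicates of 30% or more, regardless of how many single replicates reach that level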;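 note: positive control wells lacked labelled fibronectin entirely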
#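 Assay system: AH1F fibroblast monolayer, labelled fibronectin deposition. Amount: 10000 cells per well. Also added: labelled fibronectin 24 nM. Compound: single-point pinned compound. Incubation: cell attachment 1 h, compound and FN exposure overnight. Detection: fluorescence after three HBSS washes, excitation 485 nm, emission 525 nm. Read-out: inhibition of fibronectin deposition signal.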
# esBAF inh: SWI/SNF esBAF complex inhibition. mouse ES cells, Bmi1-luciferase knock-in reporter, 24 h; 100% = twice the neutral-well signal. reporter increase, % at 12.5 µM. 350,000 tested, 2% active. AID 602393; in the data active = activation above about 40%;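 note: 0% = median of the plate's neutral control wells and 100% = double that signal; a rise in the Bmi1 reporter signal indicates esBAF inhibition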
# EWS-Fli inh: inhibitors of EWS/Fli oncoprotein transcriptional activity; A673 NR0B1-luciferase reporter, viability-normalised; inhibition, % at 12.6 µM; 350,000 tested, 0.67% active; AID 651661;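 active = mean inhibition of at least 50% after viability correction, with every replicate also passing that limit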;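 note: firefly luciferase signal divided by Alamar Blue viability fluorescence both relative to DMSO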
# RAD54 inh: RAD54 (human) branch migration inhibition; inhibition, % at 10.4 µM; Q92698; AID 602329; RAD54 Holliday junction branch migration, FAM/BHQ fluorescence; 360,000 tested, 0.14% active;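 active = mean normalized replicate activity at least 40 and at least half of replicates scoring 40 or more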;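 note: 0% = median of neutral control wells and 100% = median of positive control wells; inhibitors cause a drop in the FAM fluorescence signal; in these data hits start at about 50%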
# Xi reactivation: reactivates the inactive X chromosome in mouse fibroblasts; activation, % at 7.58 µM; XiGFP mouse fibroblasts, % GFP-positive cells imaging, 3 d; cells co-treated with 5-aza-dC sensitizer; scaled so ellipticine positive control = 100%; AID 743238; 360,000 tested, 0.055% active;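 active = mean normalized replicate activation at least 10% and every replicate at or above 10%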;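 note: 0% = median of on-plate neutral control wells and 100% = ellipticine 6 µM median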
#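 Material: XiGFP fibroblasts, SV40-immortalized. Buffer or medium: DMEM plus 5-aza-dC sensitizer. Compound: single concentration per compound, delivered by pin transfer. Times: 3 days compound exposure. Controls: ellipticine 6 µM.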
# E-sel inducer: induces E-selectin expression in human endothelial cells; P16581; HUVEC E-selectin immunofluorescence imaging; normalized: neutral wells 0, TNF-alpha wells 100; activation, % at 7.58 µM; 260,000 tested, 0.37% active;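 active = mean E-selectin-positive cell signal at least 10% of the positive control, reached in at least 60% of replicates, without over 20% cell loss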;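 note: in these data hits start at about 27%; measured in HUVEC primary endothelial cells; signal is the percent of cells scored E-selectin positive by PE staining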
# Target sequence (P16581 whole entry, looked up): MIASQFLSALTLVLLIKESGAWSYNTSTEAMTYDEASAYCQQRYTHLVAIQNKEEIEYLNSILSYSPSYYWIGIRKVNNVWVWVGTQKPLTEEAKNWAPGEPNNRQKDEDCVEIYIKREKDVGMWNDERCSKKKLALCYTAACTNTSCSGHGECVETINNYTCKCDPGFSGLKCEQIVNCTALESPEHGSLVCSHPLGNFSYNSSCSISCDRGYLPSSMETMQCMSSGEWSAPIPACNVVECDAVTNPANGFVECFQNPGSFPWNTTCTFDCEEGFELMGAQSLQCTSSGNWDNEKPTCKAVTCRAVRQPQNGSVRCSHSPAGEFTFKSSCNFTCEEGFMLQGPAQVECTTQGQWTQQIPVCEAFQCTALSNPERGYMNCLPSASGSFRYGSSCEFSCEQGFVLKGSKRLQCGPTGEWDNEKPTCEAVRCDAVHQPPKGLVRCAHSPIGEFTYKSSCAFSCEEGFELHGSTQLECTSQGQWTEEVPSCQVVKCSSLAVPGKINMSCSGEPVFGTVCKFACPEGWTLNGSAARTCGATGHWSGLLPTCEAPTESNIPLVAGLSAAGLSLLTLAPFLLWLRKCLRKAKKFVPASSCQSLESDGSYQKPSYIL
#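 Test system: HUVEC; input: 3,000 HUVEC/well; measured by: immunofluorescence imaging; read-out: % PE-positive cells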
# An asterisk follows results filed as active; nt = no result given.
SMILES,S100A4 MyoIIA,RAD52 inh,FN deposit inh,esBAF inh,EWS-Fli inh,RAD54 inh,Xi reactivation,E-sel inducer
COc1ccc2c(c1)[C@@H]1[C@H](CO2)[C@H](c2ccccc2)[C@]2(C)C(=O)NCC(=O)N12,-2.2,-1.2,1.6,1.8,-4.0,-0.4,0.2,0.0
Cc1noc(C)c1S(=O)(=O)Nc1ccc2c(c1)C(=O)N([C@@H](C)CO)C[C@@H](C)[C@@H](CN(C)C(=O)Nc1ccc3c(c1)OCO3)OCCCC[C@@H](C)O2,-37.1,-30.4,nt,3.4,-1.2,5.6,0.1,-0.2
COC(=O)c1nnn(-c2ccsc2C(=O)OC)c1C(=O)OC,-3.9,3.2,6.0,-4.8,5.7,1.1,0.1,-3.7
CCc1ccccc1NC(=O)CN1CCN(C(=O)CNC(=O)Cc2cccc3ccccc23)CC1,5.9,-8.8,2.3,1.3,11.1,8.1,-0.2,-0.3
Cc1ccc(S(=O)(=O)N(C)C[C@@H]2Oc3c(NC(=O)c4cnccn4)cccc3C(=O)N([C@H](C)CO)C[C@H]2C)cc1,12.0,0.9,nt,2.3,8.5,7.9,-1.2,0.7
O=C(c1cccc(S(=O)(=O)N2CCOCC2)c1)N1CCCC(C(F)(F)F)C1 (stereo not given),-2.8,-5.3,-4.6,1.7,-1.6,3.7,0.4,nt
O=S(=O)(c1ccccc1)N1N=C(c2ccccc2)CC1c1ccccc1F (stereo not given),14.8,1.4,1.5,2.2,9.9,-12.8,0.1,nt
CC(C)NC(=O)N(C)C[C@@H]1OCCCC[C@@H](C)Oc2ccc(NC(=O)Nc3ccccc3)cc2C(=O)N([C@@H](C)CO)C[C@H]1C,-2.1,9.4,-7.4,nt,nt,-6.0,0.1,nt
Cc1ccc2c(c1)[C@H]1[C@H](CO2)[C@H](c2ccccc2)[C@]2(C)C(=O)N(CC3CCCO3)CC(=O)N12 (stereo not given in full),-3.8,-6.8,-12.0,-3.7,-4.4,-3.9,0.0,nt
O=S(=O)(c1ccc(-c2ccno2)s1)N1CCCCC1,-1.5,-31.2,nt,-7.5,0.2,2.6,-0.1,0.7
COc1ccc(-c2nnc(NC(=O)c3ccc([N+](=O)[O-])o3)o2)c(OC)c1,-3.0,-10.0,nt,nt,nt,-10.2,0.1,-0.6
CN1C(=O)c2cc(NC(=O)Nc3ccccc3Cl)ccc2OC[C@H]2O[C@@H](CC(=O)O)CC[C@H]21,nt,nt,4.2,3.5,-4.3,-6.6,0.1,0.4
COc1ccccc1NC(=O)N[C@@H]1CC[C@@H](CC(=O)N2CCC(Cc3ccccc3)CC2)O[C@@H]1CO,-9.6,4.7,0.7,2.6,3.3,-3.2,0.0,-0.7
COCC(=O)NC[C@H]1[C@@H](c2ccc(C3=CCCC3)cc2)[C@@H](CO)N1C(=O)C1CC1,nt,nt,5.5,2.2,0.5,1.7,0.4,-0.1
CSc1ccccc1C(=O)NCc1ccc2c(c1)OCO2,6.7,0.5,nt,2.2,nt,14.6,nt,nt

# Whole records, looked up by structure.
# O=S(=O)(c1ccccc1)N1N=C(c2ccccc2)CC1c1ccccc1F (stereo not given) reads S100A4 MyoIIA: 14.8; RAD52 inh: 1.4; FN deposit inh: 1.5; esBAF inh: 2.2; EWS-Fli inh: 9.9; RAD54 inh: -12.8; Xi reactivation: 0.1; E-sel inducer: nt
# COCC(=O)NC[C@H]1[C@@H](c2ccc(C3=CCCC3)cc2)[C@@H](CO)N1C(=O)C1CC1 reads S100A4 MyoIIA: nt; RAD52 inh: nt; FN deposit inh: 5.5; esBAF inh: 2.2; EWS-Fli inh: 0.5; RAD54 inh: 1.7; Xi reactivation: 0.4; E-sel inducer: -0.1

# More structures follow.
SMILES,S100A4 MyoIIA,RAD52 inh,FN deposit inh,esBAF inh,EWS-Fli inh,RAD54 inh,Xi reactivation,E-sel inducer
Cc1ccccc1C(=O)Oc1cc(N)n(S(C)(=O)=O)n1,-3.8,-8.4,-3.5,5.7,-2.5,nt,0.0,nt
Cc1cccc(C)c1NC(=O)CCn1cnc2ccccc2c1=O,11.7,-2.4,-0.1,nt,-5.4,nt,0.1,3.9
CCCNC(=O)N1CC2(C1)[C@@H](c1ccccc1)[C@@H](CO)N2Cc1cccc(F)c1,6.5,-8.5,nt,nt,0.7,nt,0.0,0.2
C[C@@H]1CN([C@H](C)CO)C(=O)c2c(c3ccccc3n2C)-c2ccccc2CO[C@@H]1CN(C)C(=O)c1ccccc1,6.1,6.0,8.6,3.0,2.2,-13.8,0.1,-0.1
COc1ccc(-c2oc3cccnc3c2-c2ccc(OC)nc2)cc1,0.3,-14.0,-12.8,13.6,-23.2,-1.3,0.0,-0.2
CN1CCN(C(=S)c2cn(Cc3ccccc3F)c3ccccc23)CC1,2.1,-10.1,-1.8,13.7,-7.0,5.5,0.4,nt
COC(=O)C1(O)CC(C(C)C)=NN1C(=O)c1ccccc1 (stereo not given),-1.7,1.5,-3.8,nt,-4.9,nt,1.3,-2.9
CC(=O)c1c(O)cc(C)n(-c2ccc(F)cc2)c1=O,1.0,-4.9,-1.5,nt,4.9,nt,0.1,nt
Cc1noc(C)c1S(=O)(=O)Nc1cccc2c1O[C@H](CN(C)Cc1ccc(C(=O)O)cc1)[C@H](C)CN([C@H](C)CO)C2=O,-1.7,-17.7,nt,-2.1,-4.8,-0.2,0.1,0.1
Cn1nc(C(C)(C)C)c(NC(=O)c2sccc2Cl)c1C(C)(C)C,-4.6,-2.4,-1.5,-2.9,10.8,-11.8,-0.1,-0.1
COc1cc(C(=O)Nc2ccccc2N2CCOCC2)ccc1OCc1c(C)noc1C,-1.8,-2.2,7.3,nt,-6.3,-0.5,0.1,-1.2
CC(=O)Nc1c2c(nn1-c1cccc(Cl)c1)CS(=O)(=O)C2,1.9,-20.2,-8.0,-4.5,-0.9,8.0,0.2,0.0
COC(=O)CCC(=O)OC1(C)C(=O)C=C2C=C(C3CC3)N(CCN3CCOCC3)C=C2C1=O (stereo not given),16.3,-32.5,2.8,-6.0,-14.0,-28.2,0.0,nt
C[C@@H]1CN([C@H](C)CO)C(=O)c2cc(C3=CCCCC3)cnc2O[C@H]1CN(C)C(=O)c1ccc2c(c1)OCO2,-1.2,2.6,2.7,12.9,3.5,-8.0,-0.1,1.7
CC1CCCN(S(=O)(=O)c2ccc(NC(=O)C3CCN(C(=O)C(C)(C)C)CC3)cc2)C1 (stereo not given),-0.1,-10.6,9.4,-2.2,7.3,1.0,0.1,nt
CCNC(=S)Nc1cc2oc3ccccc3c2cc1OC,0.9,-121.1,nt,45.3*,nt,2.6,0.0,1.5
O=C(CCCOc1ccc(Cl)cc1Cl)NCCCn1ccnc1,-1.8,-7.7,-1.2,-1.6,10.0,nt,0.1,4.0
CCCC[C@@H]1CNC(=O)C(=O)N1CCc1cccc(F)c1,-12.8,-13.3,-3.9,nt,-17.2,nt,0.0,-0.2
O=c1cc(CN2CCN(S(=O)(=O)c3ccccc3)CC2)nc2ccc(Cl)cn12,2.8,-5.0,-3.7,1.1,0.1,2.8,-0.1,nt
CC1c2[nH]c3ccccc3c2C[C@H]2C(=O)N(CCCO)CC(=O)N12 (stereo not given in full),2.4,-2.8,0.4,-2.0,1.1,-9.6,0.1,-0.2
Cc1cc(C)nc(SCC(=O)OCC(=O)N(C)c2c(N)n(Cc3ccccc3)c(=O)[nH]c2=O)n1,0.4,-7.6,5.8,0.8,nt,-0.6,0.1,-1.1
COc1ccc(S(=O)(=O)N(C)C[C@H]2Oc3ccc(NC(=O)Nc4ccc(F)cc4)cc3C(=O)N([C@@H](C)CO)C[C@@H]2C)cc1,-2.9,24.2,nt,-1.0,-5.3,-6.5,-1.1,0.2
Cc1cc(C)c2nc(SCC(=O)Nc3cc(C)on3)c(C)cc2c1,-3.0,14.2,0.9,-3.0,-1.8,nt,0.2,nt
Cc1noc(C)c1S(=O)(=O)Nc1ccc2c(c1)C(=O)N([C@H](C)CO)C[C@H](C)[C@@H](CN(C)S(=O)(=O)c1ccccc1)OCCCC[C@@H](C)O2,4.9,-0.8,3.7,-6.9,-8.8,-2.5,0.0,0.1
Cc1ccc([N+](=O)[O-])cc1NC(=O)C(C)N1CCCCC1 (stereo not given),1.0,-18.7,2.5,nt,0.2,nt,0.3,2.6
COC(=O)c1cc2c(cc1[N+](=O)[O-])OCO2,1.2,-9.5,-20.2,nt,4.0,nt,0.4,nt
Cc1sc2nc(CSc3ccccc3)nc(N3CCOCC3)c2c1C,0.7,-10.1,11.2,nt,-18.0,nt,0.3,2.3
Cc1onc(C(=O)NC(C)c2ccccc2)c1[N+](=O)[O-] (stereo not given),-16.0,-9.6,-7.5,nt,4.0,nt,0.0,nt
CC1CCC(NC(=O)CCNC(=O)c2ccccc2)CC1 (stereo not given),-8.0,11.2,1.1,nt,-5.9,nt,0.2,-1.6
COc1ccc(C(=O)NNC(=O)c2ccc3ccccc3n2)cc1,4.7,-16.2,1.9,14.6,-30.8,5.2,2.3,nt
O=C(Nc1ccc(C(=O)N2CCCC2)cc1)c1ccc2c(c1)OCO2,0.5,-2.6,nt,24.5,-47.9,1.8,nt,nt
CNC[C@H]1Oc2ccc(NC(=O)c3ccncc3)cc2CC(=O)N([C@H](C)CO)C[C@@H]1C,15.8,5.4,2.0,-5.4,-4.0,16.0,1.0,-0.1
COC(=O)[C@]1(CC(C)C)NC=C(C(=O)c2ccccc2)[C@@H]1c1cccc(C(F)(F)F)c1,-2.4,-14.8,-2.9,nt,4.0,nt,0.0,-0.2
Cc1nn(C)c(C)c1CN(C)C(=O)c1nn2c(c1Br)NC(c1cccs1)CC2C(F)(F)F (stereo not given),3.8,-0.4,3.6,nt,2.2,2.6,0.0,0.8
COc1ccc(-c2cc(C(=O)Nc3cnn(Cc4ccccc4C)c3)no2)cc1OC,-3.1,1.3,nt,-1.8,8.0,-1.2,nt,nt
CC(C)CC#Cc1ccc2c(c1)O[C@H](CN(C)Cc1ccccc1)[C@@H](C)CN([C@@H](C)CO)S2(=O)=O,nt,nt,0.3,-3.9,26.9,nt,0.5,0.0
CC(C)Nc1nc(NCCOc2ccccc2Cl)c2sccc2n1,0.0,1.7,-7.5,-20.4,31.8,-12.6,0.0,2.1
O=C(C[C@@H]1CC[C@H]2[C@@H](COC[C@H](O)CN2C(=O)c2ccc3c(c2)OCO3)O1)NCCN1CCCCC1,-13.9,-46.4,-10.3,-0.3,-8.0,-5.0,0.0,0.0
CN1CCN(C(=O)C[C@@H]2C[C@@H]3c4cc(NC(=O)Nc5ccccc5)ccc4O[C@@H]3[C@H](CO)O2)CC1,nt,nt,4.2,6.2,-0.7,2.3,0.1,-0.1
Cc1ccc2c(COC(=O)CNC(=O)c3ccco3)cc(=O)oc2c1C,-0.1,-13.8,-2.1,10.1,1.1,0.5,0.1,-0.4
C[C@H]1CCCCO[C@@H](CN(C)C)[C@@H](C)CN([C@@H](C)CO)C(=O)c2cc(NC(=O)NC3CCCCC3)ccc2O1,35.5,-1.7,nt,-0.9,-3.0,13.5,-0.1,-0.2
